Bioassay records from PubChem.
XiGFP reactiv – reactivates the inactive X chromosome in mouse fibroblasts. AID 743238. XiGFP mouse fibroblasts, % GFP-positive cells imaging, 3 d; cells co-treated with 5-aza-dC sensitizer; scaled so ellipticine positive control = 100%. 0.055% of 360,000 active. activation, % at 7.58 µM;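 active means mean normalized replicate activation at least 10% and every replicate at or above 10%; inconclusive means only one of the two criteria met; inactive means mean below 10% and not all replicates reach 10%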;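 further: 0% = median of on-plate neutral control wells and 100% = ellipticine 6 µM median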
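System: SV40-immortalized XiGFP fibroblast cells, line 68-5-11 / Incubation: 3-day compound exposure, then 15 min fixation at room temperature / Compound: single concentration per compound, delivered by pin transfer / Buffer or medium: DMEM plus 5-aza-dC sensitizer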
RAD54 inh – inhibitors of human RAD54 branch migration | Q92698 | 0.14% of 360,000 active | AID 602329 | RAD54 Holliday junction branch migration, FAM/BHQ fluorescence | inhibition, % at 10.4 µM;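 active means mean normalized replicate activity at least 40 and at least half of replicates scoring 40 or more; inconclusive means only one of the two criteria met; inactive means mean below 40 and under half of replicates reaching 40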;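 further: 0% = median of neutral control wells and 100% = median of positive control wells; inhibitors cause a drop in the FAM fluorescence signal; in these data hits start at about 50%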
Target sequence (Q92698 whole entry, looked up): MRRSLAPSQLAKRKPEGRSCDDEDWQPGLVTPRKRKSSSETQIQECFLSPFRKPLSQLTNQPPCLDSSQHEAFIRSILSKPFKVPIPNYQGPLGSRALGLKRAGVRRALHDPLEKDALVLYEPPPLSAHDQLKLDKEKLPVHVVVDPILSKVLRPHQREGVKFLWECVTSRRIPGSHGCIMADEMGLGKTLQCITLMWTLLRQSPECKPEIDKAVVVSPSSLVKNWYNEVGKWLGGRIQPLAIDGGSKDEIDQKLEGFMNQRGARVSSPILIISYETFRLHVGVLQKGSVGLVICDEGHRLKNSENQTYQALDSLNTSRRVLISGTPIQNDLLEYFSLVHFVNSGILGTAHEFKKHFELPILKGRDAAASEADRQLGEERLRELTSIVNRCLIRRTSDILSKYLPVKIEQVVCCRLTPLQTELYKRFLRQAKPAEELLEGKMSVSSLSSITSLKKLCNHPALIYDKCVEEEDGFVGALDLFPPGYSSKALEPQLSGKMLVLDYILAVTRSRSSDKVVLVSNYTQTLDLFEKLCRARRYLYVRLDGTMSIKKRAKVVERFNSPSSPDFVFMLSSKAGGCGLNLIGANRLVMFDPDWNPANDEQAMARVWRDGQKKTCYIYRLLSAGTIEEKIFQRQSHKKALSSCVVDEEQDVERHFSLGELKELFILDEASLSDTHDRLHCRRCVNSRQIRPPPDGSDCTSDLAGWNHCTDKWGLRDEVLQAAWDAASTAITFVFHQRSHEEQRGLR
EWS-Fli block – blocks EWS/Fli oncoprotein-driven transcription; A673 NR0B1-luciferase reporter, viability-normalised; inhibition, % at 12.6 µM; 0.67% of 350,000 active;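 active means mean inhibition of at least 50% after viability correction, with every replicate also passing that limit; inconclusive means mean reaches 50% but only one of two replicates passes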;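 further: firefly luciferase signal divided by Alamar Blue viability fluorescence both relative to DMSO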
E-sel inducer – induces E-selectin expression in human endothelial cells | HUVEC E-selectin immunofluorescence imaging; normalized: neutral wells 0, TNF-alpha wells 100 | activation, % at 7.58 µM | 0.37% of 260,000 active | AID 686992;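 active means mean E-selectin-positive cell signal at least 10% of the positive control, reached in at least 60% of replicates, without over 20% cell loss; inconclusive means no rule given, readout overlaps actives, possibly toxicity-flagged; inactive means the rest, including those meeting only one limit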;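 further: in these data hits start at about 27%; measured in HUVEC primary endothelial cells; signal is the percent of cells scored E-selectin positive by PE staining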
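Assay system: HUVEC, human umbilical vein endothelial cells / Amount: 3,000 HUVEC/well / Controls: TNF-alpha positive control, DMSO neutral control / Compound dosing: single concentration / Medium: EGM-2 over gelatin coat / Evaluation: percent E-selectin-positive cells / Signal: immunofluorescence imaging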
S100A4 MyoIIA – S100A4-myosin IIA interaction inhibition; inhibition, % at 10.7 µM; S100A4/TAMRA-MyoIIA peptide fluorescence polarization; P26447; 0.14% of 360,000 active;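 active means mean inhibition of at least 70% across replicates, with every replicate also reaching that level; inconclusive means mean inhibition reaches 70% but some replicates fall short; inactive means mean inhibition below 70%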
Target sequence (P26447 whole entry, looked up): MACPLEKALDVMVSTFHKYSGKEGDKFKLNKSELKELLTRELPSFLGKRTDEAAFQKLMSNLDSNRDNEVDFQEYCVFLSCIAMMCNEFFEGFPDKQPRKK
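Assay system: human S100A4 monomer with TAMRA-labelled myosin IIA peptide / Buffer or medium: Calcium-containing HEPES buffer, pH 7.2 / Reagent: TAMRA-labelled myosin IIA heavy-chain peptide probe, 5 nM / Compound: one dose per compound / Timing: polarization read 5 min after assay mix addition, stable 5–60 min / Benchmarks: neutral control DMSO, positive control TFP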
FN deposit inh – fibronectin deposition inhibition. 0.086% of 350,000 active. AH1F fibroblasts, Alexa488-fibronectin deposition fluorescence, overnight. inhibition, % at 12.6 µM;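 active means mean inhibition across replicates of 30% or more, regardless of how many single replicates reach that level; inconclusive means mean under 30% yet at least half of replicates reach 30%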;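 further: positive control wells lacked labelled fibronectin entirely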
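Material – AH1F fibroblast monolayer, labelled fibronectin deposition · Reagent – labelled fibronectin 24 nM · Timing – 1 h adhesion, overnight exposure · Measured by – fluorescence at 485 nm excitation, 525 nm emission · Read-out – inhibition of fibronectin deposition signal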
RAD52 inh – blocks human RAD52 DNA annealing; P43351; recombinant RAD52 DNA annealing, FRET fluorescence; inhibition, % at 18.7 µM; 0.46% of 360,000 active;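 active means every replicate showing at least 50% inhibition; inconclusive means mean inhibition at least 50% but not in every replicate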
esBAF inh – inhibitors of esBAF chromatin remodeling in mouse ES cells; Bmi1-luciferase knock-in reporter, 24 h; 100% = twice the neutral-well signal; reporter increase, % at 12.5 µM; 2% of 350,000 active; in the data active means activation above about 40%; inconclusive means no clear call, values can overlap the other calls;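 further: 0% = median of the plate's neutral control wells and 100% = double that signal; a rise in the Bmi1 reporter signal indicates esBAF inhibition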
* = called active by the depositor.

O=C(C[C@H]1CC[C@H]2[C@@H](COC[C@H](O)CN2CC2CCCCC2)O1)NCc1ccc(F)cc1 was read as XiGFP reactiv 0.1, RAD54 inh -1, EWS-Fli block 2, E-sel inducer 0.0, S100A4 MyoIIA 3, FN deposit inh -11, RAD52 inh 7 and esBAF inh -2.
For COc1cc(/C=C/C(=O)O)cc(S(=O)(=O)NCc2ccc3c(c2)OCO3)c1OC the results were XiGFP reactiv 0.0, RAD54 inh 2, EWS-Fli block -7, E-sel inducer -0.1, S100A4 MyoIIA -4, FN deposit inh 11, RAD52 inh -7 and esBAF inh -2.
Screening CN(C[C@H](Cc1ccccc1)N(CCN(CCc1ccccc1)N=O)N=O)N=O returned XiGFP reactiv -0.3, RAD54 inh 1, EWS-Fli block -1, E-sel inducer -0.1, S100A4 MyoIIA -7, FN deposit inh 3, RAD52 inh -6 and esBAF inh 2.
`Cc1nn(CCc2nn[nH]n2)c2nc(-c3ccc(Br)cc3)cc(C(F)(F)F)c12` gave XiGFP reactiv 0.1, EWS-Fli block -10, E-sel inducer 2.1, S100A4 MyoIIA -3, FN deposit inh -3 and RAD52 inh -12.
Cc1ccc(C)c(Sc2ccc(NC(=O)CCN3C(=O)NC4(CCCC4)C3=O)cc2)c1 was read as XiGFP reactiv -0.1, RAD54 inh 0, EWS-Fli block 5, S100A4 MyoIIA -1, FN deposit inh -5, RAD52 inh -14 and esBAF inh 1.
C[C@@H]1CCCCO[C@H](CN(C)C(=O)Nc2ccc3c(c2)OCO3)[C@H](C)CN([C@@H](C)CO)C(=O)c2cc(N(C)C)ccc2O1 was read as XiGFP reactiv -0.9, RAD54 inh -2, EWS-Fli block -3, E-sel inducer 0.0, S100A4 MyoIIA -3, RAD52 inh -5 and esBAF inh 1.
For Cc1ccc(S(=O)(=O)N(C)C)cc1NC(=O)c1ccccc1Br the results were XiGFP reactiv 0.0, EWS-Fli block 12, S100A4 MyoIIA 4, FN deposit inh 6 and RAD52 inh 6.
Screening Cn1nc(-c2ccc(Cl)cc2)cc1NC(=O)CC(C)(C)CC(=O)O returned XiGFP reactiv 0.3, RAD54 inh 8, EWS-Fli block -9, E-sel inducer 9.0, S100A4 MyoIIA 13, FN deposit inh -7 and RAD52 inh -1.
`CCCc1cc(=O)[nH]c2nnc(SCC(=O)Nc3ccc4c(c3)OCCO4)n12` gave XiGFP reactiv 0.1, RAD54 inh 9, EWS-Fli block -3, E-sel inducer 4.4, S100A4 MyoIIA -3, FN deposit inh 2 and RAD52 inh -9.
Screening Cc1ccc(-n2nc3c(=O)n(C(C)C(=O)NCCC4=CCCCC4)nc(C)c3c2C)cc1 (stereo not given) returned XiGFP reactiv 0.0, RAD54 inh -1, EWS-Fli block 8, S100A4 MyoIIA -5, FN deposit inh 16, RAD52 inh 2 and esBAF inh -1.
Screening COc1ccc(CCNC(=O)Cc2cc(=O)[nH]c(=O)[nH]2)cc1OC returned XiGFP reactiv 0.0, RAD54 inh 1, EWS-Fli block -7, E-sel inducer 0.0, S100A4 MyoIIA 2, FN deposit inh 15, RAD52 inh -2 and esBAF inh 1.
For CC1CCC2(CC1)NC(=O)N(CC(=O)N(Cc1ccccc1)C(C)(C)C)C2=O (stereo not given) the results were XiGFP reactiv 0.1, RAD54 inh 10, EWS-Fli block 0, E-sel inducer 3.6, S100A4 MyoIIA 10, FN deposit inh -1, RAD52 inh 0 and esBAF inh -7.
Cn1c(=O)c2c(nc(CCc3ccccc3)n2C)n(C)c1=O was read as XiGFP reactiv 0.3, RAD54 inh -6, EWS-Fli block -9, E-sel inducer -1.1, S100A4 MyoIIA 1, RAD52 inh -18 and esBAF inh 1.
`COCCN(C(=O)COC(=O)c1cccnc1Cl)c1c(N)n(Cc2ccccc2)c(=O)[nH]c1=O` gave XiGFP reactiv -0.1, RAD54 inh 3, EWS-Fli block -1, E-sel inducer 0.2, S100A4 MyoIIA -5, FN deposit inh -9, RAD52 inh -5 and esBAF inh 2.
`C/C(=N\NC(=O)c1nnn(-c2nonc2N)c1C)c1ccc(OCc2ccccc2)cc1` gave XiGFP reactiv 0.0, RAD54 inh 0, EWS-Fli block -82, S100A4 MyoIIA 0, FN deposit inh -10, RAD52 inh -12 and esBAF inh 20.
`CC(=O)c1ccc(-c2ccc(C(=O)N3CCCc4ccccc43)o2)cc1` gave XiGFP reactiv 0.1, EWS-Fli block -101, S100A4 MyoIIA -9, FN deposit inh -1 and RAD52 inh -25.
For CCOC(=O)c1[nH]c(C)c(C(=O)OCC(=O)NCc2ccc(Cl)cc2)c1C the results were XiGFP reactiv 0.2, RAD54 inh -85, EWS-Fli block -5, S100A4 MyoIIA -4, FN deposit inh 0, RAD52 inh -6 and esBAF inh -2.
Screening CCCCn1c(-c2sccc2C)n[nH]c1=S returned XiGFP reactiv 0.0, EWS-Fli block 0, E-sel inducer -1.1, S100A4 MyoIIA -4, FN deposit inh 4 and RAD52 inh -11.
CSc1nsc(SCC(=O)Nc2ccc(O)c(C(=O)O)c2)n1 was read as XiGFP reactiv 0.4, RAD54 inh 5, EWS-Fli block 12, S100A4 MyoIIA -4, FN deposit inh 10, RAD52 inh -14 and esBAF inh -6.
Screening CC(C)(C)NC(=O)COc1ccc(CNCCc2ccccc2)cc1 returned XiGFP reactiv 0.0, RAD54 inh 0, EWS-Fli block 9, S100A4 MyoIIA 2, RAD52 inh -10 and esBAF inh -8.
Screening COc1ccc(NC(=O)Nc2ccc3c(c2)[C@@H]2C[C@H](CC(=O)N4CCc5ccccc5C4)O[C@H](CO)[C@@H]2O3)cc1 returned XiGFP reactiv 0.1, RAD54 inh 2, EWS-Fli block 5, E-sel inducer 0.3, S100A4 MyoIIA 18, FN deposit inh -34, RAD52 inh -9 and esBAF inh 0.
COc1cccc(CNC(=O)C2CCN(S(=O)(=O)c3c(C)nn(C)c3C)CC2)c1 was read as XiGFP reactiv 0.0, RAD54 inh -8, EWS-Fli block -9, E-sel inducer 0.0, S100A4 MyoIIA 3, FN deposit inh 3, RAD52 inh -8 and esBAF inh -6.
`CC(=O)Nc1ccc(S(=O)(=O)Nc2ccccc2C(=O)NCc2cccnc2)cc1` gave XiGFP reactiv 0.0, RAD54 inh 1, EWS-Fli block 4, S100A4 MyoIIA -1, FN deposit inh 6, RAD52 inh -16 and esBAF inh 5.
CC1CCN(C(=O)COc2ncnc3ccccc23)CC1 was read as XiGFP reactiv -0.1, EWS-Fli block -9, S100A4 MyoIIA -14 and RAD52 inh -5.
O=C(C1CCC(=O)N(C2CCCCCC2)C1)N1CCN(c2ccccc2Cl)CC1 (stereo not given) was read as XiGFP reactiv -0.1, RAD54 inh 4, EWS-Fli block 9, S100A4 MyoIIA 0, FN deposit inh 2, RAD52 inh -7 and esBAF inh 9.
O=C(CC1C(=O)NCCN1Cc1ccccc1C(F)(F)F)NCCc1ccccn1 (stereo not given) was read as XiGFP reactiv 0.0, EWS-Fli block 0, E-sel inducer -0.1, S100A4 MyoIIA 2, FN deposit inh -8 and RAD52 inh -29.
`Cc1cc(NC(=O)CSc2nnc(C)c(=O)[nH]2)no1` gave XiGFP reactiv 0.0, RAD54 inh -8, EWS-Fli block 4, E-sel inducer -0.2, S100A4 MyoIIA -3, FN deposit inh 5, RAD52 inh -57 and esBAF inh -1.
`O=C1C(=O)N(Cc2ccccc2)C(=O)N1CCOc1ccccc1` gave XiGFP reactiv 0.1, EWS-Fli block -6, S100A4 MyoIIA -8, FN deposit inh 1 and RAD52 inh -11.
Screening CCCNC(=O)Nc1ccc2c(c1)OC[C@H](C)N(C(C)=O)C[C@@H](C)[C@@H](OC)CN(C)C2=O returned XiGFP reactiv 0.1, RAD54 inh -2, EWS-Fli block 3, E-sel inducer -0.2, S100A4 MyoIIA -8, FN deposit inh -2, RAD52 inh -5 and esBAF inh -1.
`C/C=C/c1cnc2c(c1)C(=O)N([C@H](C)CO)C[C@H](C)[C@@H](CN(C)C(=O)c1cccnc1)O2` gave XiGFP reactiv -0.3, RAD54 inh -7, EWS-Fli block -2, E-sel inducer 0.0, S100A4 MyoIIA 3, RAD52 inh 16 and esBAF inh -1.
O=C(O)c1cc(N/N=C/c2ccc(-c3ccc(F)cc3)o2)ccc1Cl was read as XiGFP reactiv 0.1, RAD54 inh 5, EWS-Fli block -53, E-sel inducer 0.3, S100A4 MyoIIA -3, FN deposit inh 6, RAD52 inh -20 and esBAF inh inconclusive.
`Cn1cc(S(=O)(=O)NCc2ccc(F)cc2)c(=O)n(C)c1=O` gave XiGFP reactiv 0.0, RAD54 inh -3, EWS-Fli block -11, E-sel inducer -1.6, S100A4 MyoIIA -15, FN deposit inh 0 and RAD52 inh -26.
`O=C(NCCc1ccccn1)c1ccc(OC2CCN(Cc3ccccn3)CC2)cc1` gave XiGFP reactiv 0.0, RAD54 inh -5, E-sel inducer 0.0, S100A4 MyoIIA 2, FN deposit inh -7 and RAD52 inh -24.
For Cc1c(OC(C)C(=O)NCCN2CCOCC2)ccc2c3c(c(=O)oc12)CCC3 (stereo not given) the results were XiGFP reactiv 0.1, RAD54 inh -3, EWS-Fli block 0, S100A4 MyoIIA 3, FN deposit inh -6, RAD52 inh -10 and esBAF inh -2.
For C=CCNC(=O)CCc1nnc(C2(c3ccc(Cl)cc3)CCC2)o1 the results were XiGFP reactiv 0.4, EWS-Fli block -89, E-sel inducer 0.2, S100A4 MyoIIA 9, FN deposit inh -4 and RAD52 inh -15.
Screening CCN(CC)c1ccc(C(=O)N/N=C(\C)c2ccc(O)cc2)cc1 returned XiGFP reactiv 0.0, EWS-Fli block -15, E-sel inducer -1.3, S100A4 MyoIIA -1, FN deposit inh 4 and RAD52 inh -37.
Screening C[C@@H](NC(=O)C(=O)c1c[nH]c2ccccc12)c1ccccc1 returned RAD54 inh -4, EWS-Fli block 1, S100A4 MyoIIA -28, RAD52 inh 6 and esBAF inh 4.
`Cc1ccc(-n2nc(C)c3c2C(Br)C(C)(C)CC3=O)nc1` (stereo not given) gave XiGFP reactiv 0.0, RAD54 inh 5, EWS-Fli block 4, S100A4 MyoIIA -3, FN deposit inh 1, RAD52 inh -5 and esBAF inh -4.
For Cc1cnc(NC(=O)c2cc(-c3ccccc3)nn2-c2ccccc2)s1 the results were XiGFP reactiv 0.1, EWS-Fli block -6, E-sel inducer 14, S100A4 MyoIIA -7, FN deposit inh -6, RAD52 inh -9 and esBAF inh -4.
`CCc1ccc(OCC(=O)N/N=C/c2ccc(OS(=O)(=O)c3ccc(C)cc3)c(OC)c2)cc1` gave XiGFP reactiv 0.0, RAD54 inh -9, EWS-Fli block 8, S100A4 MyoIIA -1, FN deposit inh -2, RAD52 inh -8 and esBAF inh -3.
